Bioassay records from PubChem BioAssay.
ROC1-CUL1 inh = inhibitors of human ROC1-CUL1 ubiquitin ligase activity | E3 ubiquitin-protein ligase RBX1 (Homo sapiens) + Cullin-1 (Homo sapiens), P62877+Q13616 | hit rate 0.6% among 140,000 | in vitro K48 di-Ub FRET, acceptor:donor ratio, 45 min | inhibition, % at 10 µM; in the data active = inhibition above about 25%
Target sequence (P62877 whole entry, looked up): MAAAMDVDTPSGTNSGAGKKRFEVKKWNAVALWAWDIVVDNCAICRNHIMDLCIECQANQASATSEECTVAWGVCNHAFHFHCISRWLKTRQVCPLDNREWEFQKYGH
Target sequence (Q13616 whole entry, looked up): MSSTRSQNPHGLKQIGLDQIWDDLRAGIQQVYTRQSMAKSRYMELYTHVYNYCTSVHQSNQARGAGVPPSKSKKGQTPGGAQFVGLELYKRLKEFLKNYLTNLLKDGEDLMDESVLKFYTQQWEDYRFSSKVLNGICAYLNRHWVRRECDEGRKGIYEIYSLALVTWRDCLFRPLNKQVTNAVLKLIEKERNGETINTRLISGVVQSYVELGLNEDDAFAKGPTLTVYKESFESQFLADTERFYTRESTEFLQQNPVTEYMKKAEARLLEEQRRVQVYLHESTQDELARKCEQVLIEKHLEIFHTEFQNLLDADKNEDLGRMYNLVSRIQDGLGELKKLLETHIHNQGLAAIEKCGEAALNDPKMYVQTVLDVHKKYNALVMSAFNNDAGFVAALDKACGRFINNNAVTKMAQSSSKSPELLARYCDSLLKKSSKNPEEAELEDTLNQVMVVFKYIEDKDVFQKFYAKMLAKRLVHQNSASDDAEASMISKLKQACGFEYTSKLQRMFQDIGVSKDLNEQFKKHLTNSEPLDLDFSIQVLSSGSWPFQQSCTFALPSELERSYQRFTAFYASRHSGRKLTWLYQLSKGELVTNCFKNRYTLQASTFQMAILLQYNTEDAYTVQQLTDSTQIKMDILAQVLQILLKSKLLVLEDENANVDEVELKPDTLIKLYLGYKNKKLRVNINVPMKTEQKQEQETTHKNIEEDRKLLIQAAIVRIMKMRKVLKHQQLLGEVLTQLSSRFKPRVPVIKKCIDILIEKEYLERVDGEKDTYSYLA
* = called active by the depositor. This is a subset, so the mix of outcomes need not match the whole.

SMILES	ROC1-CUL1 inh
O=C(/C=C/c1cccs1)c1ccc(OS(=O)(=O)c2ccc(F)cc2)cc1	-3
Cc1ccc(NC(=O)CN(C)C2CCCCC2)cc1C	-6
COc1cccc(-c2nn(C)c3sc(C(=O)NCCc4cccc(C)c4)cc23)c1	0
COc1ccc(N2CCN(C(=O)Cn3cnc4nc5c(cc4c3=O)CCCC5)CC2)cc1	5
Cc1ccccc1C(=O)NNC(=O)[C@@H]1CCCC[C@@H]1C(=O)O	-3
Cc1ccc(C2CC2c2n[nH]c(=S)n2Cc2ccccc2)cc1 (stereo unspecified)	-7
CCSc1nc2sc3c(c2c(=O)n1-c1ccccc1)CC(C(C)C)OC3 (stereo unspecified)	-8
C(=C(c1ccccc1)c1ccccc1)c1ccc2ccccc2c1	-5
O=C1N(CCOc2ccccc2)c2ccc(Cl)cc2C12OCCO2	0
Cc1cc(CN2CC[C@@H](N3CCC(O)CC3)[C@H](O)C2)oc1C	1
Fc1nc(F)c(F)c(Oc2cc(-c3ccccc3)c3ccccc3c2)c1F	0
CCOc1ccc(NS(=O)(=O)c2cc(Br)cc3c2N(C(=O)C2CC2)CC3)cc1	1
Cc1ccc(C(=O)Cn2c(-c3ccccc3)nnc2-c2ccccc2)cc1C	-3
Cc1ccc(Cn2c(CNS(=O)(=O)c3ccc(Cl)s3)nc3cccnc32)cc1	3
O=C(NCCCCCCNC(=O)c1cccnc1)c1cccnc1	24
CSc1ncc(-c2ccc(C)cc2)cn1	-1
Cc1cccc(CSC2=NC(=O)C3C(=N2)NC(=O)CC3c2cccc(O)c2)c1 (stereo unspecified)	-3
O=c1cc(-c2ccccc2)nc[nH]1	-1
COc1ccc(-c2csc(NC(=S)NC(=O)c3cc(Cl)ccc3OC)n2)cc1OC	-7
COc1ccc(-n2nc(C(=O)c3cccs3)cc(-c3nc4ccccc4[nH]3)c2=N)cc1	9
Cc1ccc(C)c(C(=O)C2C(=O)C(=O)N(c3nnc(C)s3)C2c2ccc(C(C)(C)C)cc2)c1 (stereo unspecified)	-2
CC(C)N1CC(CNC(=O)Nc2n[nH]c(C3CCCCC3)n2)CC1=O (stereo unspecified)	11
Cc1cn2c(=O)cc(COc3ccc(NC(=O)c4ccccc4C)cc3)nc2s1	-5
CCCOC(=O)c1c(NC(=O)c2nc3ncccn3n2)sc(C(N)=O)c1C	4
O=C(Nc1ccc2oc(-c3ccccc3F)nc2c1)c1ncn[nH]1	7
Cc1c(C(=O)NCc2ccccc2Br)oc2ccc3c(c12)C(=O)CC(C)(C)O3	-5
COc1cc2c(cc1OC)C(C)(C(C)(C)O)NCC2 (stereo unspecified)	-8
Cc1cc(C)n(C(=O)C2C3C=CC(C3)C2C(=O)n2nc(C)cc2C)n1 (stereo unspecified)	6
CCC1CCCCN1CCCNC(=O)C1C(=O)N=C2C=CC=CN2C1=O (stereo unspecified)	-10
CC1CN(C(=O)Nc2ccc(Cl)c(Cl)c2)C(=Nc2ccccc2Cl)S1 (stereo unspecified)	5
Cc1ccc(OC(=O)CCC(=O)Nc2cccc(C#N)c2)cc1	3
O=C(NC1CCC1)c1coc(COc2ccc3c(c2)OCO3)n1	-9
Cc1ccc2nc(-c3ccc(NC(=O)c4ccc(Cn5cc([N+](=O)[O-])cn5)cc4)cc3)sc2c1	2
Cc1cccc(NC(=O)C2CC(=O)N(C3CCCC3)C2)c1 (stereo unspecified)	0
CC(C)(O)C#Cc1ccc(CN2CCCC2c2ccc(C(N)=O)s2)cc1 (stereo unspecified)	6
Cc1cccc(NC(=O)NNC(=O)c2cccc(F)c2)c1	-3
CCOC(=O)c1c(SC)nc(-c2ccc(Cl)cc2Cl)[nH]c1=O	0
O=C1CSC(=Nc2ccccc2Cl)N1	-2
Cc1ccc(C)c(N2CCN(S(=O)(=O)c3ccc4c(c3)n(C)c(=O)c(=O)n4C)CC2)c1	1
O=C(CN1CCN(CCO)CC1)N1CCCC(c2ccc(F)cc2)c2ccc(F)cc21 (stereo unspecified)	-2

By substructure: those above with bromine
SMILES	ROC1-CUL1 inh
CCOc1ccc(NS(=O)(=O)c2cc(Br)cc3c2N(C(=O)C2CC2)CC3)cc1	1
Cc1c(C(=O)NCc2ccccc2Br)oc2ccc3c(c12)C(=O)CC(C)(C)O3	-5

Carrying on.
SMILES	ROC1-CUL1 inh
CCOC(=O)C1=C(c2ccccc2)N=c2s/c(=C/c3ccc4c(c3)OCO4)c(=O)n2C1c1c(OC)ccc2ccccc12 (stereo unspecified)	3
COc1ccc(Cl)cc1NC(=O)c1cccnc1	-5
CCOC(=O)c1cc(-c2ccc(OC)cc2)n(CCC(=O)Nc2cccc(C)c2C)c1C	1
O=C(Nc1cccc(Cl)c1)c1ccc(Oc2ccc(C(F)(F)F)cc2[N+](=O)[O-])cc1	-6
CCCn1c(C)cn2c3c(=O)n(Cc4ccccc4)c(=O)n(C)c3nc12	-4
COc1ccc(CN(Cc2ccco2)c2cnc(S(C)(=O)=O)nc2C(=O)Nc2ccc(C)c(C)c2)cc1	10
C=CCN1C(=O)/C(=C\c2c(OCC)ccc3ccccc23)SC1=S	4
Cc1oc(-c2cccc(NC(=O)C3CCOCC3)c2)nc1CNC(=O)CCc1ccccc1	1
CCOc1ccc(/C=C2\SC(=Nc3cccc(Cl)c3C)NC2=O)cc1C	-6
COC(=O)c1cc(C)nc2c1c(=O)nc(SCc1ccccc1C)n2C1CC1	-1
COc1ccc(NC(=O)CC2C(=O)N(c3ccccc3)C(=O)N2CCC2=CCCCC2)cc1 (stereo unspecified)	-1
O=C(Nc1cc(Cl)c(O)c(Cl)c1)C1CCCO1 (stereo unspecified)	-4
COc1ccc(CNCC2CCOCC2)cc1OCC(O)CN(C)C(C)C (stereo unspecified)	0
C=CCNC(=O)c1cc(I)ccc1NC(=O)c1ccc(F)cc1	10
CCOC(=O)c1c(-c2ccc(C)cc2)csc1NC(=O)Cn1cnc2sc(C)c(C)c2c1=O	3
CCOc1cc(-c2nc3sc(C)c(C)c3c(=O)[nH]2)ccc1OCc1ccccc1C#N	0
Cc1cccc(-n2nc(C(=O)c3ccco3)cc(-c3nc4ccccc4[nH]3)c2=N)c1	2
Cc1ccc(-c2cc(C(=O)Nc3ccc4c(c3)OCCO4)c3ccccc3n2)o1	-5
Cc1oc(-c2ccccc2NS(=O)(=O)Cc2ccccc2)nc1CNC(=O)Cc1cccc(F)c1	1
Cc1nn2c(=O)cc(COC(=O)c3cccc(NC(=O)CCc4ccccc4)c3)nc2s1	-4
CCc1cccc(C)c1NC(=O)c1nnn(-c2ccc(C)cc2C)c1C	1
Cc1sc(NC(=S)NC(=O)c2cccnc2)nc1-c1ccc(CC(C)C)cc1	-6
N#Cc1ccccc1S(=O)(=O)Nc1ccc(Cl)cc1	1
COc1ccc(CN(C)Cc2nc(-c3cccc(F)c3)oc2C)c2cccnc12	7
CCCc1[nH]nc2c1C(c1ccco1)C(C#N)C(=N)O2 (stereo unspecified)	8
CCCCN1CC(C(=O)Nc2cc(C)cc(C)c2)CC1=O (stereo unspecified)	14
Cc1cc(F)ccc1NC(=O)CCC1CCCN(C(=O)CN2CCCC2=O)C1 (stereo unspecified)	3
O=C(CCn1cccn1)N1CCCC(CCc2ccccc2F)C1 (stereo unspecified)	-5
CCOc1cc(C(=O)N/N=C/c2ccc([N+](=O)[O-])o2)cc(OCC)c1OCC	-3
CCN(CC)CCOC(=O)c1cccc(N2C(=O)C3=C(CCCC3)C2=O)c1	-1
Cc1ccc(Cl)cc1NC(=O)c1cccc(NC(=O)N2CCSc3ncccc32)c1	-8
c1ccc(Nc2nnns2)cc1	-2
COc1ccc(-c2cc(C(F)(F)F)n3nc(C(=O)Nc4ccc(Cl)cc4Cl)c(Br)c3n2)cc1	0
CCc1nn(CC(=O)NCc2ccc(C)cc2)c(=O)c2cc3occc3n12	2
O=C(Nc1ccc2nc(SCC(=O)N3CCc4ccccc43)sc2c1)c1ccccc1F	-4
CCCCN(CCCC)c1nc(OC)nc(C(N)=O)n1	-3
COc1ccccc1N1CCN(CCCN2CC(=O)N3CCCCC3C2=O)CC1 (stereo unspecified)	3
CCc1ccccc1NC(=O)C1CCN(c2nc3ccccc3[nH]2)CC1	4
O=C(NCCc1cccc(F)c1)c1coc(CN2CCN(c3ncccn3)CC2)n1	-9
CN(c1ccc(C(=O)Nc2ccccc2Sc2ccccc2)cc1)S(C)(=O)=O	-4

4 of the compounds above, field by field:
> COc1ccc(CN(C)Cc2nc(-c3cccc(F)c3)oc2C)c2cccnc12
  ROC1-CUL1 inh = 7
> CCCc1[nH]nc2c1C(c1ccco1)C(C#N)C(=N)O2 (stereo unspecified)
  ROC1-CUL1 inh = 8
> CCCCN1CC(C(=O)Nc2cc(C)cc(C)c2)CC1=O (stereo unspecified)
  ROC1-CUL1 inh = 14
> Cc1cc(F)ccc1NC(=O)CCC1CCCN(C(=O)CN2CCCC2=O)C1 (stereo unspecified)
  ROC1-CUL1 inh = 3

Continued:
SMILES	ROC1-CUL1 inh
Cc1ccc(Nc2nc(N)nc(CN3CCCCCC3)n2)c(C)c1	-13
COc1ccc(C2NC(=S)N=C(C)C2C(=O)Nc2ccccn2)cc1 (stereo unspecified)	-4
c1ccc(CCNc2ncnc3c2oc2ccccc23)cc1	9
CCc1sc(N(C(=O)Cc2ccccc2)c2ccc(Cl)cc2Cl)nc1-c1ccc(C)cc1	-5
Cc1ccc(NC(=O)C2CCCN(S(=O)(=O)c3ccc4c(c3)CCCC(=O)N4)C2)cc1N(C)C (stereo unspecified)	2
O=C(N/N=C/c1ccc(Sc2cccc3ncccc23)c([N+](=O)[O-])c1)c1cccc(O)c1	-12
O=c1cc(-c2ccccc2)nc(N2CCN(c3ccc(F)cc3)CC2)[nH]1	6
CCOC(=O)c1c(C)n(-c2ccccc2)c2ccc(OC(=O)c3ccccc3Cl)cc12	-2
COc1ccc(Cl)cc1NC(=O)CN1C(=O)CSc2ccc(S(=O)(=O)N3CCCC3)cc21	-9
CC(=O)Nc1ccc(-n2c(C)cc(/C=C3/C(=O)NC(=S)N(c4ccc(F)cc4)C3=O)c2C)cc1	-5
CCN1CCC(C(=O)NCc2cccnc2Oc2c(C)cccc2C)CC1	1
CCc1ccc(CN(C)Cc2cnc(S(C)(=O)=O)n2CCCOC)nc1	-8
COc1ccc(OC(=O)CSc2nnc(-c3ccc(F)cc3)o2)cc1	7
COCc1ccc(CN2CCN(Cc3cccs3)C(CCO)C2)o1 (stereo unspecified)	8
CCc1cccc(C)c1NC(=O)Cn1cc2c(n1)CCCCC2	-9
O=C(c1ccc2n[nH]nc2c1)N1CCOC(CCc2ccccc2)C1 (stereo unspecified)	-7
COc1ccc(NC2CCCN(C(=O)CCn3cncn3)C2)cc1 (stereo unspecified)	8
Cc1ccc(S(=O)(=O)C(CNC(=O)c2ccccc2F)c2cccs2)cc1 (stereo unspecified)	-1
CC1Oc2ccccc2C=C1/C=C1\SC(N2CCOCC2)=NC1=O (stereo unspecified)	11
O=C(N/N=C/c1cccc(Cl)c1Cl)c1ccc(O)c(O)c1	55*

Three records drawn at random from those above:
SMILES	ROC1-CUL1 inh
COc1ccc(OC(=O)CSc2nnc(-c3ccc(F)cc3)o2)cc1	7
COc1ccc(C2NC(=S)N=C(C)C2C(=O)Nc2ccccn2)cc1 (stereo unspecified)	-4
Cc1ccc(Nc2nc(N)nc(CN3CCCCCC3)n2)c(C)c1	-13

The list goes on.
SMILES	ROC1-CUL1 inh
COC(=O)c1cccc(COC(=O)c2ccc(NC(C)=O)cc2)c1	2
CC1CC2=C(/C(=N/NS(=O)(=O)c3ccccc3)C1)C1(O)CC(C)CC(C)(C2)C1 (stereo unspecified)	8
COc1ccccc1N1CCN(Cc2cnc(S(C)(=O)=O)n2CC(C)C)CC1	8
CSC1=N[C@]2(c3ccccc3)C(=O)C(c3ccccc3)=NN2c2ccccc21	2
CN1C(=S)NC(=O)C12CCCCC2	-9
O=C(O)c1ccc(C(c2c[nH]c3ccccc23)c2c[nH]c3ccccc23)cc1	11
CCN(CC)c1ccc(/C=C2/SC(=O)N(C(C)C)C2=O)o1	-6
COc1ccc(-c2cc(C(F)(F)F)c3c(N)c(C(=O)N4CCc5ccccc5C4)sc3n2)c(OC)c1	-9
O=C(CC(=O)Oc1c(Cl)cc(Cl)cc1Cl)Oc1cc(Cl)c(Cl)cc1Cl	-12
CCOC(=O)N1CCC(NC(=O)c2ccc3c(c2)N(Cc2ccc(Cl)cc2)C(=O)c2ccccc2S3(=O)=O)CC1	-1
O=C(O)c1ccccc1Nc1cccc(Cl)c1	-2
COc1ccc(C(=O)OCc2nc3ccccc3s2)cc1	-2
N#CSCC(=O)NCCSc1ccc(Cl)cc1	11
CCn1c(COc2cccc(C)c2)nnc1SCC(=O)Nc1ccccc1OC	7
Cc1ccccc1-c1nc(CS(=O)CC(=O)NCCc2ccc(Cl)cc2)c(C)o1 (stereo unspecified)	-3
Cc1ccc(NC(=O)C(C)Oc2ccccc2)cc1NC(=O)C(C)Oc1ccccc1 (stereo unspecified)	10
COc1ccc(C2CC(C(F)(F)F)n3nc(C(=O)Nc4cc(Cl)ccc4O)cc3N2)cc1 (stereo unspecified)	4
CC(C)c1c(C(=O)N2CCN(C3CCCCC3)CC2)cnn1-c1nccc(-c2ccco2)n1	-3
Brc1ccc2nc(N/N=C/c3ccccc3)nc(-c3ccccc3)c2c1	-1
CCOC(=O)c1[nH]cnc1N/N=C(\C#N)C(=O)NC	-2

Structures from the list above that have a nitro group on carbon, in the order listed:
SMILES	ROC1-CUL1 inh
Cc1ccc2nc(-c3ccc(NC(=O)c4ccc(Cn5cc([N+](=O)[O-])cn5)cc4)cc3)sc2c1	2
O=C(Nc1cccc(Cl)c1)c1ccc(Oc2ccc(C(F)(F)F)cc2[N+](=O)[O-])cc1	-6
CCOc1cc(C(=O)N/N=C/c2ccc([N+](=O)[O-])o2)cc(OCC)c1OCC	-3
O=C(N/N=C/c1ccc(Sc2cccc3ncccc23)c([N+](=O)[O-])c1)c1cccc(O)c1	-12
